Compound activity: PubChem BioAssay, National Center for Advancing Translational Sciences (NCATS)
AID inh – inhibitors of human activation induced cytidine deaminase. AID deamination FRET fluorescence, UDG-coupled, 4 h. Potency, µM (top dose mostly 115 µM), without a hit: at the top dose activity change, negative = inhibition, actives largely listed as inhibitors. 91,000 compounds, 0.32% hits; further: nearly all actives have a fitted effect of over 25% in size
Target sequence (Q9GZX7 whole entry, looked up): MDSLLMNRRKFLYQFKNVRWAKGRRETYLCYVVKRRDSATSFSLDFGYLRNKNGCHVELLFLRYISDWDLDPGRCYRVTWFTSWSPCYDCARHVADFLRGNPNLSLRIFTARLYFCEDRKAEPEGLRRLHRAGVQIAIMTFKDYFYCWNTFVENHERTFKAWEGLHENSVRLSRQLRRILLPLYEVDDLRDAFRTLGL
UDG counterscr – blocks uracil-DNA glycosylase in AID counter-screen; FRET deamination/UDG coupled assay, UDG read, 4 h; Potency, µM (series often up to 115 µM), for inactives: top-dose activity change, negative = inhibition, most hits filed as inhibitors; 91,000 compounds, 0.14% hits; AID 1347430; further: nearly all actives have a fitted effect of over 65% in size
An asterisk follows results filed as active; ? = inconclusive; & = joins results of further samples; [ ] = remark or other dose. The call rests on the fitted dose curve; in most records, active means well fitted curve in the direction sought with a large enough effect; inconclusive means small, poorly fitted or top-dose-only effect, or another doubt; inactive means no such curve, though single readings can be large; an effect the other way counts as inactive or inconclusive. On the % scale 0 is the no-effect control and ±100 the full control effect; potency means the concentration at half of the fitted maximal effect.

SMILES | AID inh | UDG counterscr
CCn1c(=NC(=O)c2ccc(S(=O)(=O)N3CCCC3)cc2)sc2cc(Br)ccc21 | 25% | 10%
CCCCN(C)c1ccc(/C=N/NC(=S)Nc2ccc(CC)cc2)cc1 | -17% | -14%
Cc1ccc(-c2nc(-c3nc(-c4cccs4)cs3)sc2C)cc1C | -13% | -9%
CCCCSc1nnc2n(-c3cccc(C)c3)c(=O)c3c4c(sc3n12)CCCC4 | -4% | 0%
O=C(Cn1c(=O)n(CCc2ccccc2)c(=O)c2cccnc21)Nc1ccc(F)cc1 | 6% | 2%
c1ccc(-c2csc(C34CC5CC(CC(C5)C3)C4)n2)cc1 | -6% | -1%
CCCc1c(C)[nH]c2c(Br)cccc2c1=O | -2% | 0%
COCCNC(=O)CSc1nc2cc3c(cc2c(=O)n1CCCCCC(=O)NCCc1ccc(OC)c(OC)c1)OCO3 | 2% | -6%
Cc1cc(Nc2ccccc2)n2nc(Cc3ccc(Cl)cc3)nc2n1 | -20% | 0%
COc1cccc(CNC(=O)CSC2=Nc3ccccc3C3=NC(C)C(=O)N23)c1OC (stereo not drawn) | -13% | 1%
COc1ccc(C(=O)OCC(=O)Nc2c(C(C)C)cccc2C(C)C)c(OC)c1OC | -2% | 2%
CCCCN(Cc1cc2ccccc2[nH]c1=O)C(=O)c1ccc(OC)cc1 | -7% | -4%
Cc1ccc2oc(-c3ccc(Cl)c(NC(=O)c4ccc([N+](=O)[O-])o4)c3)nc2c1 | 4% | -5%
CCCc1ccc(OCc2ccc(C(=O)Nc3ccccc3C(=O)OC)o2)cc1 | -29% | -2%
NC(=O)c1cccc(O)c1 | -4% | -8%
CC(NC(=O)c1n[nH]c(=O)c2ccccc12)c1nnc2n1CCCCC2 (stereo not drawn) | -6% | -1%
Cc1ccc(-c2cn3ccccc3n2)cc1C | -5% | 5%
Cc1nc(-n2[nH]c(C)c(CCC(C)C)c2=O)sc1C(=O)Nc1ccccc1 | -1% | 5%
O=C(CCc1ccccc1)N1N=C(c2ccccc2)CC1c1ccc2nccnc2c1 (stereo not drawn) | ? | -10%
CC(OC(=O)c1c[nH]c2ccccc12)C(=O)Nc1ccc(N2CCOCC2)cc1 (stereo not drawn) | 1% | -5%
COc1ccc(NC(=O)CSc2ncc(-c3ccc(Cl)cc3)[nH]2)cc1OC | -10% | -7%
Cc1oc(-c2ccc(Cl)cc2)nc1Cn1c(=O)cc(-c2ccccc2)c2c(C)nn(C)c21 | -9% | ?
O=C(Cn1c(=O)nc(-c2ccccc2)c2cc(Cl)ccc21)NCCc1ccc(Cl)cc1 | 1% | 3%
c1ccc(-c2cc(-c3ccccc3)c3c(n2)-c2ccccc2OC3)cc1 | ? | -9%
CCOC(=O)c1ccc(CN(Cc2ccccc2)S(=O)(=O)c2ccc(C)cc2)cc1 | -15% | 24%
Cc1cccc(OCCNC(=O)c2ccc3c(c2)NC(=O)CS3)c1 | -6% | -3%
COc1cccc(CNCCSc2nnnn2C)c1OCc1ccc(F)cc1 | 14% | -8%
O=C(NC1CCCCCC1)c1cnn2c(C(F)(F)F)cc(-c3ccco3)nc12 | -15% | 8%
COc1ccc(-c2cc(C(=O)Nc3c(C)n(C)n(-c4ccccc4)c3=O)no2)cc1OC | 14% | 8%
c1ccc(-c2noc(CN3CCCC3c3ccsc3)n2)nc1 (stereo not drawn) | -1% | -4%
COc1ccccc1CNC(=O)C1CCN(S(=O)(=O)c2c(C)noc2/C=C/c2cccs2)CC1 | 63%[activator] | 1%[57.5 µM]
NC(=O)COc1ccc(C2CC(=O)Nc3nc(N4CCCCC4)sc32)cc1 (stereo not drawn) | 22µM* | -15%
COc1cccc(OC)c1C(=O)OCC(=O)c1ccc(Cl)cc1 | 15% | -9%
Cc1cccc(C)c1OCCn1c(C2CC(=O)N(Cc3ccc(F)cc3)C2)nc2ccccc21 (stereo not drawn) | ? | ?
COc1ccccc1N1CCN(C(=O)CCn2cnc3onc(-c4ccc(F)cc4)c3c2=O)CC1 | -9% | 2%
O=C(NCc1ccccn1)C1c2ccccc2C(=O)N(C2CCCC2)C12CCCC2 (stereo not drawn) | 7% | 5%
Cc1nc2ccccc2nc1CS(=O)(=O)C(C)C(=O)NCC(C)C (stereo not drawn) | 3% | 5%
COc1ccc(-c2noc(-c3ccc(NC4CCCCC4)c([N+](=O)[O-])c3)n2)cc1OC | ? | 4%
COc1ccc(NC(=O)c2ccc3c(c2)NC(=O)CO3)cc1 | 4% | -11%
CCCNC(=O)CCn1nc(-c2ccccc2)c2ccccc2c1=O | -1%[57.5 µM] | -15%[57.5 µM]
Cc1oc(-c2cccs2)nc1C(=O)N1CCCC1C1CCCCC1 (stereo not drawn) | -18% | -6%
C#CCN1CCC(C(=O)N2CCN(c3cccc(C(F)(F)F)c3)CC2)CC1 | 2% | 7%
Cc1ccc(-n2ncc3c(NNC(=O)C4CCCCC4)ncnc32)cc1 | 5% | -5%
Cc1nnc2ccc(N3CCC(C(=O)O)CC3)nn12 | -3% | 4%
CCOc1ccc(/C=C/c2nc(C#N)c(NCCCN(C)C)o2)cc1 | 2%&-4% | 1%&-1%
CCN(C(=O)Cc1nc(N)n[nH]1)C1(C(=O)Nc2ccccc2)CCCCC1 | 1% | -4%
CCOCCCNC(=O)c1ccc(-n2c(-c3ccccc3)cc3c2CCC(C)C3)cc1 (stereo not drawn) | -13% | -12%[57.5 µM]
O=C(c1cc2ccccc2oc1=O)N1CCc2ccccc2C1 | 2% | -8%
O=C(NCCCN1CCCC1=O)C1CCCC1 | 5% | 5%
CC1CCN(CCC(=O)N(CC#N)CC#N)c2ccccc21 (stereo not drawn) | 13% | -1%
Cc1ccc(S(=O)(=O)c2cn(C)c3cc(N4CCCCCC4)c(F)cc3c2=O)cc1 | -11% | -1%
COc1ccccc1NC(=O)C1=C(C)Nc2nc3ccccc3n2C1c1ccccc1Cl (stereo not drawn) | 9% | -2%
COc1ccc2[nH]c(C)c(CC(=O)O)c2c1 | 71%[activator] | -5%
Nc1nc2ccc(OC(F)(F)F)cc2s1 | -6% | -1%
O=C(Nc1nnc(-c2cccnc2)s1)C(=O)c1c[nH]c2ccccc12 | 2% | 2%
COc1ccc(CN2COc3ccc4c(C)cc(=O)oc4c3C2)cc1 | 41%[activator] | 14%
Cc1ccc(NC(=O)Nc2ccc3nc(N4CCN(C)CC4)cc(C)c3c2)cc1C | 31%[activator] | -11%
CN(C)C(=O)CNC(=O)c1cc2sccc2n1Cc1ccccc1Cl | 0% | 10%
Nc1nccnc1C(=O)NCC(c1ccccc1)c1c[nH]c2ccccc12 (stereo not drawn) | 1% | -8%
O=C(c1ccccc1)C1CCN(C(=O)/C=C/c2cccc(C(F)(F)F)c2)CC1 | -11% | -13%

Other structures follow:
SMILES | AID inh | UDG counterscr
Cc1c(Cl)cccc1NC(=O)CN1C(=O)c2ccccc2Sc2ncccc21 | 4% | 0%
CCOc1ccccc1NC(=O)Cn1c(=O)n(-c2ccc(C)c(C)c2)c(=O)c2oc3ccccc3c21 | 5% | 4%
CCN(CC)CCOC(=O)c1ccc(NC(=O)c2cc3cccc(OC)c3oc2=O)cc1 | -4% | 13%
CC(=O)N1c2ccc(S(=O)(=O)NCC3CCC(C(=O)Nc4cc(C)cc(C)c4)CC3)cc2CC1C (stereo not drawn) | 1% | 3%
Cc1ccc(C)c2c(=O)cc(CSc3nnc(-c4ccccc4)n3C)[nH]c12 | -11% | 9%
COc1ccccc1N1CCN(C(=O)CSc2n[nH]c(-c3ccccc3Cl)n2)CC1 | 4% | -24%
CCN(CC)CCOC(=O)c1ccc(NC(=O)c2cc3cc(OC)ccc3oc2=O)cc1 | 3% | 1%
COc1cccc(C2=C(C(C)=O)Sc3nnc(-c4ccc(Cl)cc4)n3N2C(C)=O)c1 | 6% | ?
Cc1ccc(NC(=O)CC2Sc3ccccc3NC2=O)c(C)c1 (stereo not drawn) | 8% | 2%
O=C(/C=C/c1cccs1)Nc1ccc2c(c1)CCC2 | -16% | -18%
C=CCNC(=S)NC1CC1 | 2% | -1%
COc1ccc(OC)c(S(=O)(=O)Nc2ccc3[nH]c(=O)[nH]c3c2)c1 | 125%[activator] | -12%
CCC(CC)C(=O)Nc1cccc2c1CCCC2 | -11% | 4%
O=C(CN1C(=O)CC(c2ccccc2)=Nc2ccccc21)Nc1ccc(Br)cc1 | 6% | -2%
CCN(CC(=O)NC(C)C)C(=O)CSc1nc2ccccc2o1 | 3% | 5%
Cc1cccc(S(=O)(=O)c2cn(Cc3ccccc3)c3cc(N4CCCCC4C)c(F)cc3c2=O)c1 (stereo not drawn) | -9% | -7%
CCOC(=O)c1c(S(=O)(=O)N2CCCC(C(=O)N(C)Cc3ccccc3)C2)c(C)n(C)c1C (stereo not drawn) | 7% | 16%
CC(C)CN1CCN(c2nc3c(c(=O)[nH]c(=O)n3C)n2Cc2ccc(Cl)c(Cl)c2)CC1 | 1% | 4%
CCn1c2ccc(F)cc2c2nnc(SCCN3CCCCC3)nc21 | 0% | -5%
Cc1c(Cl)ccc2c(C(=O)NC3CCCCC3)cc(-c3ccccc3)nc12 | -2% | -3%
CC1=Nc2cc(C(=O)NCCc3ccc(Cl)cc3)ccc2Sc2ccc(C)cc21 | -12% | -17%
COc1cccc(Oc2c(C)oc3cc(O)ccc3c2=O)c1 | 8% | -2%
CN(C)CCCN1c2ccccc2Sc2ccc(C(F)(F)F)cc21 | -15% | -5%
CC(=O)C(=Cc1ccc(-c2cccc([N+](=O)[O-])c2)o1)C(C)=O | -8% | -14%
CSc1ccc(/C=C/C(=O)c2ccccc2)cc1 | -24% | -4%
Cc1cc(C)cc(NC(=S)NCCC(C)C)c1 | -3% | 5%
Cc1ccc(CNC(=O)CN2Cc3ccccc3C2=O)cc1 | 12% | 43%[activator]
O=C1Nc2c(c(=O)[nH]c(=O)n2-c2ccc(Cl)cc2)C1(NS(=O)(=O)c1ccccc1)C(F)(F)F (stereo not drawn) | 10% | -2%
CCC(C(=O)Nc1ccccc1OC)n1nc(C)c2sc3ccccc3c2c1=O (stereo not drawn) | ? | 2%
N#Cc1ccc(C=Nc2ccc(OC(F)(F)C(F)F)c(N=Cc3ccc(C#N)cc3)c2)cc1 | -18% | -11%
CCNC(=O)C(C)NC(=O)C1(c2cccc(C)c2)CCCC1 (stereo not drawn) | -2% | 5%
Cc1oc(-c2ccccc2)nc1C(=O)Nc1nc(C2CC2)cs1 | 8% | 0%
CN(C(=O)CCc1cccs1)C1CCCCC1 | 2% | 2%
c1ccc(CC2CNC2)cc1 | 4% | -5%
COc1ccc(N2CCN(S(=O)(=O)c3c(C)nc4scc(C)n4c3=O)CC2)cc1 | 23% | 20%
COc1ccc(NC(=O)CSc2nc3ccccc3n2CC(=O)N2CCCC(C)C2)cc1 (stereo not drawn) | -23% | -3%

2 compounds drawn at random from the list so far:
SMILES | AID inh | UDG counterscr
Cc1cc(C)cc(NC(=S)NCCC(C)C)c1 | -3% | 5%
N#Cc1ccc(C=Nc2ccc(OC(F)(F)C(F)F)c(N=Cc3ccc(C#N)cc3)c2)cc1 | -18% | -11%

Additional results follow.
SMILES | AID inh | UDG counterscr
Cc1ccc2c(c1)C(O)(CC(=O)c1cccs1)C(=O)N2 (stereo not drawn) | -7% | -7%
O=C(c1ccccc1Cl)n1nc(-c2cccnc2)nc1NCc1ccc(F)cc1 | -6% | 6%
CCOCCCNC(=O)c1c(NC(=O)c2cc(=O)c3ccccc3o2)sc2c1CCC2 | 5% | 6%
COc1ccc(CCNC(=O)CCn2c(=O)c3cccn3c3cccnc32)cc1OC | -14% | -5%
Cc1ccccc1S(=O)(=O)Cc1ccc(C(=O)NC2CCCCC2)o1 | 20% | ?
Cc1cc(NC(=O)C(C)Sc2nc(NC3CC3)c3ccccc3n2)no1 (stereo not drawn) | -7% | -5%
CCOc1ccccc1CNC(=O)C1CCN(c2nc3ccccc3nc2C(F)(F)F)CC1 | -3% | 3%
O=Cc1cccn1-c1ccc(Cl)cc1Cl | -6% | -10%
COC(=O)c1ccccc1NC(=O)c1cc(=O)c2ccc(C)c(C)c2o1 | -7%[57.5 µM] | -2%[57.5 µM]
Cc1ccc(NC(=O)N2CC3CCCN3c3ccccc32)c(C)c1 (stereo not drawn) | ? | -21%
Cc1ccc(N2CCN(C(=O)c3cn(C)c4ccc(S(=O)(=O)N(C)C)cc4c3=O)CC2C)cc1 (stereo not drawn) | ? | -10%
CC(=O)Nc1ccc(NC(=O)c2nn(CCC(C)C)c(=O)c3ccccc23)cc1 | -2% | -2%

In the list so far, these contain a thiophene ring, fused or not.
SMILES | AID inh | UDG counterscr
Cc1ccc(-c2nc(-c3nc(-c4cccs4)cs3)sc2C)cc1C | -13% | -9%
CCCCSc1nnc2n(-c3cccc(C)c3)c(=O)c3c4c(sc3n12)CCCC4 | -4% | 0%
c1ccc(-c2noc(CN3CCCC3c3ccsc3)n2)nc1 (stereo not drawn) | -1% | -4%
COc1ccccc1CNC(=O)C1CCN(S(=O)(=O)c2c(C)noc2/C=C/c2cccs2)CC1 | 63%[activator] | 1%[57.5 µM]
Cc1oc(-c2cccs2)nc1C(=O)N1CCCC1C1CCCCC1 (stereo not drawn) | -18% | -6%
CN(C)C(=O)CNC(=O)c1cc2sccc2n1Cc1ccccc1Cl | 0% | 10%
O=C(/C=C/c1cccs1)Nc1ccc2c(c1)CCC2 | -16% | -18%
CCC(C(=O)Nc1ccccc1OC)n1nc(C)c2sc3ccccc3c2c1=O (stereo not drawn) | ? | 2%
CN(C(=O)CCc1cccs1)C1CCCCC1 | 2% | 2%
Cc1ccc2c(c1)C(O)(CC(=O)c1cccs1)C(=O)N2 (stereo not drawn) | -7% | -7%
CCOCCCNC(=O)c1c(NC(=O)c2cc(=O)c3ccccc3o2)sc2c1CCC2 | 5% | 6%

These rows are one share of the data. The share of hits here may be higher or lower than overall.
